AID2073: inhibitors of Mint1-CaV2.2 protein interaction, biochemical, HTRF (AID 2073) | 290,000 compounds, 0.19% hits | HTRF protein-protein interaction, Mint1-CaV2.2; higher % means a stronger effect | Voltage-dependent N-type calcium channel subunit alpha-1B (Homo sapiens) | one-dose inhibition, % at 20 µM; IC50 in µM for titrated hits; in the data active means inhibition mostly above about 51%, no sharp cut-off; further: some results filed as inactive read as strong as hits
WT yeast gro inh: growth inhibition of WT strain, primary screen, mitochondrial fusion inhibitor project, WT and mutant strains, chemical genetic; 190,000 compounds, 2.1% hits; AID 1362, 2008; mitochondrial fusion phenotypic screen; inhibition, % at 10 µM; in the data active means inhibition above about 58%; tested in S. cerevisiae
HIV peptide binding: inhibitors of HIV fusion peptide binding, primary screen, biochemical, uHTS, fluorescence dequenching (AID 1986) | cell-free peptide binding, fluorescence dequenching, 30 min; higher % means a stronger effect | inhibition, % at 20 µM; hits with a dose series show IC50 in µM | 290,000 compounds, 0.3% hits; in the data active means inhibition mostly above about 52%, no sharp cut-off; inactive means mostly below about 76%; further: some results filed as inactive read as strong as hits
Yfh1-depleted yeast: enhancers of respiration in Yfh1-depleted yeast, dose response, Friedreich's ataxia, plus single-dose screen (AID 1465); S. cerevisiae Yfh1-off respiration, WST-1 reduction, 72 h; higher fold induction means a stronger effect; fold induction at 50 µM, or EC50 in µM where a hit was titrated; 220,000 compounds, 0.074% hits;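 active means fold induction of absorbance versus untreated yeast above a set limit, then at least 30% activation at any dose in follow-up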;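 further: activators that raise dye reduction in frataxin-depleted yeast; strong numbers were not always called active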
MT stabilize HCS: microtubule stabilizers in HeLa cells, primary screen, imaging, high-content imaging | AID 2205, 2009 | 200,000 compounds, 0.83% hits | % tubulin-high responders, % at 10 µM | HeLa tubulin immunostaining HCS, 24 h; share of cells brighter than vehicle mean+2SD;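 active means plate Z-score above 3 for both tubulin-high and condensed-nucleus cell shares, with cell loss under 80%, at 10 µM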;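 further: anti alpha tubulin signal scored within the nucleus-defined area of each cell; some results filed as inactive read as strong as hits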
Insulin prom up: insulin promoter activators in MIN6 cells, imaging, high-content screening, mouse beta cells; MIN6 insulin promoter-GFP reporter; active compounds read high; z-score at 5 µM; 190,000 compounds, 0.3% hits; AID 1625, 2009;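 active means z-score above 3 at 5 µM with at least 500 cells counted in the well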
b-catenin transl: modulators of beta-catenin nuclear translocation, primary screen, imaging, HeLa cells, immunofluorescence, high-content | 190,000 compounds, 0.3% hits | AID 1665, 2009 | nuclear translocation activity, % at 5 µM;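 active means nuclear translocation activity above 50% at 5 µM, with a well cell count of 50 or more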;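 further: per-cell ratio of nuclear to cytoplasmic median beta-catenin stain intensity; plate controls were DMSO negative control for no effect and GSK-3 inhibitor IX positive control for full effect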
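Read-out: Nuclear/cytoplasmic beta-catenin signal ratio, % activation | Assay system: Human HeLa cell line | Times: 24 h compound exposure at 37°C, 5% CO2 | Signal: Fluorescence imaging of beta-catenin antibody stain plus DAPI | Dosing: 5 µM primary, 0.02–20 µM confirmation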
Dynein cargo inh: inhibitors of GR-EGFP nuclear translocation, primary screen, dynein cargo transport inhibitor project, imaging, high-content, 3617.4 mouse cells | test concentration mostly 20 µM; stimulated with dexamethasone, 1 µM; active compounds read low | z-score, hits read low | 220,000 compounds, 0.47% hits;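 active means plate z-score of nuclear minus cytoplasmic receptor signal below a set negative limit, without overly bright fluorescence or cell loss, cut at about -3.5 in these data, passing the limit was not always enough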;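 further: z-score of nuclear minus cytoplasmic ring GR-EGFP intensity difference per well; some compounds called inactive have numbers as strong as hits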
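Buffer or medium – tet-free medium with charcoal-stripped serum · Signal – automated 10x imaging of fixed Hoechst-stained cells · Also added – dexamethasone agonist, 1.0 µM final, for 30 min · Incubation – induction 48 h, compound 1 h, agonist 30 min · Read-out – GR-EGFP nuclear translocation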
Autophagy HCS: autophagy modulators in MEF cells, primary screen, imaging, high-content, MEF GFP-LC3. 190,000 compounds, 0.98% hits. calls only at 10 µM (by protocol). MEF GFP-LC3 puncta imaging; test concentration mostly 10 µM. AID 463193, 2010;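 active means percentage of spot-positive cells more than 3 SD above its plate mean, without a fluorescence outlier flag or 80% toxicity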;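 further: spot-positive cell cutoff set from DMSO-treated cells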
WT yeast gro inh mutant strain: further read-out of WT yeast gro inh, marked with its call; inhibition, %; mitochondrial fusion phenotypic screen, mutant strain inhibition
Dynein cargo inh cytoplasmic EGFP: second read-out of Dynein cargo inh, no call of its own (marks repeat the call); z-score; measured here: cytoplasmic GR-EGFP intensity; active compounds read high
Dynein cargo inh nuclear GR-EGFP: further read-out of Dynein cargo inh, marked with its call; z-score; measured here: nuclear GR-EGFP intensity;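 lower value marks the stronger effect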
Dynein cargo inh cell count: recorded beside Dynein cargo inh, whose call it bears; z-score; measured here: cell count per field
Insulin prom up cell count: recorded beside Insulin prom up, whose call it bears; cell count; measured here: cytotoxicity, nuclei count;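 total cells summed across four imaged fields per well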
b-catenin transl cell count 5 µM: also measured in b-catenin transl; calls as there; cell count; measured here: cell count, cytotoxicity flag
MT stabilize HCS Hoechst-high %: second read-out of MT stabilize HCS, no call of its own (marks repeat the call); % Hoechst-high responders; measured here: nuclear condensation Hoechst responders;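 share of cells brighter than vehicle mean plus two SD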
MT stabilize HCS cytotoxicity %: second read-out of MT stabilize HCS, no call of its own (marks repeat the call); toxicity, %; measured here: cytotoxicity by cell density;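 0% = mean cell density of plate MIN control wells and 100% = no cells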
Autophagy HCS cell loss 18 h: further read-out of Autophagy HCS, marked with its call; toxicity, %; measured here: cell loss, nuclei count;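 cell loss after 18 h compound exposure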
Starred values were filed as active, the others as inactive; i = inactive; · = no result given.

SMILES	AID2073	WT yeast gro inh	WT yeast gro inh mutant strain	HIV peptide binding	Yfh1-depleted yeast	MT stabilize HCS	MT stabilize HCS Hoechst-high %	MT stabilize HCS cytotoxicity %	Insulin prom up	Insulin prom up cell count	b-catenin transl	b-catenin transl cell count 5 µM	Dynein cargo inh	Dynein cargo inh cytoplasmic EGFP	Dynein cargo inh nuclear GR-EGFP	Dynein cargo inh cell count	Autophagy HCS	Autophagy HCS cell loss 18 h
CC(C)C1CC(c2ccccc2)(C(CN)CO)CCO1 (stereo not drawn)	0%	-15	-4	1.0%	i	2.8	2.4	5.2	-0.31	1337	0.5	1094	0.32	-0.17	0.34	-0.035	i	22
CC(=O)c1c(C)[nH]c(C(=O)NCc2ccco2)c1C	8%	-8	-2	1.7%	i	1.3	2.9	8.4	-1.1	1290	-0.4	1087	0.56	-0.35	-0.32	0.21	i	0
CCN(CC(=O)NCc1ccc(Cl)cc1)C(=O)/C=C/c1cccs1	4%	-10	14	0.0%	i	3.6	2.0	8.0	0.96	1294	-3.0	1132	-0.62	-0.29	-0.034	-0.079	i	10
Cc1ccc(NS(=O)(=O)c2cccc(C(=O)O)c2)cc1S(=O)(=O)N1CCCCC1	46%	-6	-6	7.3%	i	3.3	1.9	6.8	0.51	1415	1.7	1100	-0.16	-0.23	-0.0027	0.21	i	-5
COC(=O)Nc1sc2c(c1C(=O)NC1CC1)CCCCCC2	-34%	18	-27	-0.5%	i	1.7	1.2	7.7	·	·	-3.4	964	-1.3	-0.28	-0.45	1.3	i	3
CCCCOc1ccc(NC(=O)CN2CCN(C(=O)OCC)CC2)cc1	-5%	-15	-11	0.6%	i	1.8	1.8	7.6	·	·	1.4	491	0.069	0.43	0.37	-0.55	i	-4
O=C(NCCCN1CCCC1)c1ccc2c(c1)N(Cc1ccccc1)CCS2	22%	·	·	-1.4%	i	·	·	·	0.51	1084	1.7	1240	-0.27	-0.2	-0.17	0.49	·	·
CCC(O)C1CCN(C(=O)c2cc(COc3ccc4ncccc4c3)on2)CC1 (stereo not drawn)	-1%	-8	-16	-1.1%	i	1.5	2.0	5.3	-6.2	656	1.3	1490	-0.49	-0.24	-0.4	0.64	i	21
CC(C)(C)n1nnnc1CN(Cc1ccc(F)cc1)Cc1ccco1	3%	3	12	-0.7%	i	2.9	1.8	6.5	-0.3	2036	-2.2	1034	-0.15	-0.23	-0.24	0.38	i	-1
COc1cc(/C=N/NC(=O)C(=O)NCc2ccco2)cc(Cl)c1O	-11%	·	·	-2.1%	i	·	·	·	0.26	1354	0.7	1267	0.41	-0.23	0.27	-0.16	·	·
Cc1nccn1-c1ccc(C=O)cc1	-3%	-15	-19	-0.9%	i	3.2	0.7	7.7	0.02	1636	-0.3	963	0.15	-0.13	0.34	0.12	i	2
CC(=O)c1ccc(N2CCN(C(=O)Nc3ccc(C(C)C)cc3)CC2)cc1	11%	14	15	-1.1%	i	2.4	0.9	7.1	-0.42	1012	5.2	1062	-0.64	-0.19	-0.21	-0.36	i	3

The last 2 compounds of the part above are carried over, then new ones follow:
SMILES	AID2073	WT yeast gro inh	WT yeast gro inh mutant strain	HIV peptide binding	Yfh1-depleted yeast	MT stabilize HCS	MT stabilize HCS Hoechst-high %	MT stabilize HCS cytotoxicity %	Insulin prom up	Insulin prom up cell count	b-catenin transl	b-catenin transl cell count 5 µM	Dynein cargo inh	Dynein cargo inh cytoplasmic EGFP	Dynein cargo inh nuclear GR-EGFP	Dynein cargo inh cell count	Autophagy HCS	Autophagy HCS cell loss 18 h
Cc1nccn1-c1ccc(C=O)cc1	-3%	-15	-19	-0.9%	i	3.2	0.7	7.7	0.02	1636	-0.3	963	0.15	-0.13	0.34	0.12	i	2
CC(=O)c1ccc(N2CCN(C(=O)Nc3ccc(C(C)C)cc3)CC2)cc1	11%	14	15	-1.1%	i	2.4	0.9	7.1	-0.42	1012	5.2	1062	-0.64	-0.19	-0.21	-0.36	i	3
CCc1ccccc1NC(=S)N(CCc1ccncc1)C(C)C	-2%	6	6	0.5%	i	5.6	1.4	3.9	0.08	1113	0.6	1124	0.18	-0.29	-0.0033	0.35	i	7
CCOC(=O)Cn1c(=O)oc2cc(S(=O)(=O)Nc3cccc(C)c3)ccc21	0%	0	-1	-2.6%	i	2.9	3.9	5.2	-0.47	1034	-6.5	1178	0.034	-0.16	0.059	-0.07	i	0
Cc1cc(C)c(S(=O)(=O)Nc2ccc3[nH]c(=O)[nH]c3c2)c(C)c1	-18%	3	1	0.9%	i	2.7	3.0	11	-1	1272	1.5	1145	3	-0.32	1.6	-1.3	i	0
Cc1ccc(CCP(=O)(O)CN2CCOCC2)cn1	-2%	6	-14	0.4%	i	1.2	0.3	17	-0.25	1263	-0.1	1049	0.65	-0.26	0.35	0.12	i	9
Cc1sc(NC(=O)C2CCCO2)c(C(N)=O)c1C (stereo not drawn)	39%	12	12	10%	i	5.4	1.4	3.2	0.28	1257	-1.7	1129	0.87	-0.17	0.95	-1.4	i	-5
CCN(CC)S(=O)(=O)c1cccc(C(=O)N2CC(O)CC2C(=O)O)c1 (stereo not drawn)	7%	-4	-5	0.2%	i	3.4	2.2	0.8	0.7	1160	·	·	1.1	-0.16	0.33	-0.21	i	20
COc1ccc(C2NCCc3c2[nH]c2ccccc32)cc1CSc1nc2ccccc2s1 (stereo not drawn)	4%	80	86	-2.5%	i	8.2	5.9	1.6	0.05	1216	-1.6	869	-0.89	-0.28	-0.62	0.33	i	0
CN(C)/C=C\C(=C/C(=O)C(F)(F)F)Nc1ccccc1Oc1ccccc1	8%	-11	2	5.7%	i	4.8	2.0	4.5	·	·	0.2	815	0.59	-0.32	0.71	0.32	i	14
COc1cc(/C=N/NC(=O)C23CC4CC(CC(C4)C2)C3)cc(Br)c1O	-8%	-2	-4	4.1%	i	2.8	2.7	8.6	0.83	1251	-3.5	529	-0.46	-0.27	-0.62	0.48	i	10
CCOc1ccc(OCC)c(NC(=O)CN2CCN(c3cccc(C)c3C)CC2)c1	-7%	-12	1	2.4%	i	1.6	1.0	1.3	·	·	-0.6	1209	-0.34	-0.13	0.25	-0.036	i	12
COc1ccc(C(=O)N/N=C(\C)CC(=O)N2CCN(C=O)CC2)cc1	6%	-9	-6	-1.8%	i	3.5	2.8	7.1	-0.22	1446	-1.3	1109	-0.4	-0.25	-0.54	0.83	i	-2
c1ccc(-n2cnc3cc(NCc4ccco4)ccc32)cc1	-7%	17	6	-3.1%	i	15	13	46	-0.39	1426	14	774	2.7	-0.045	2.9	-2.3	i	29
Cc1ccc(S(=O)(=O)NNC(=O)C(=O)NNc2ccccn2)cc1	2%	-2	7	-0.4%	i	3.4	1.9	4.9	0.09	1593	-1.4	1395	0.12	-0.23	-0.13	0.29	i	-29
CNC(=S)N(CCc1c(C)[nH]c2ccc(Cl)cc12)Cc1cccs1	-7%	78	78	-1.5%	i	2.8	1.4	13	-0.44	1614	-2.3	1021	0.47	-0.22	0.74	-0.78	i	-14
O=C(O)CSCC(=O)Nc1cc(C(F)(F)F)ccc1Cl	10%	2	6	-1.1%	i	4.0	4.2	5.2	0.48	1320	-2.5	932	1.6	-0.25	0.87	-0.9	i	12
CCOC(=O)C1=NNC(C(=O)c2ccc(Cl)cc2)C1c1ccc(OC)cc1 (stereo not drawn)	-1%	23	-11	0.5%	i	5.7	2.5	9.8	-0.9	1196	2.5	1002	-0.73	-0.3	-0.41	0.7	i	1
O=C(Cc1ccc(Cl)cc1)Nc1ccc(S(=O)(=O)Nc2cnc3ccccc3n2)cc1	18%	1	-10	41%	i	2.0	1.0	5.2	0.29	1473	-0.3	1519	-0.16	-0.32	-0.089	0.14	i	7
CC1(C)CC2(CC(c3ccc(F)cc3)c3ccc(O)cc3O2)NC(=S)N1 (stereo not drawn)	-9%	·	·	2.0%	i	·	·	·	-2.3	1024	-0.9	1249	0.18	-0.24	0.51	0.16	·	·
O=C(Oc1ccccc1)c1cccc2cccc(C(=O)Oc3ccccc3)c12	-6%	·	·	-0.5%	i	·	·	·	-0.5	1386	-3.1	1068	0.54	0.48	0.34	-0.49	·	·
COC(=O)c1ccccc1COn1c(=O)c(C)[n+]([O-])c2ccccc21	7%	-3	9	2.8%	i	2.7	1.8	5.3	0.28	1221	-0.4	1165	-0.18	-0.23	-0.14	0.72	i	-2
CCc1ccc(C(=O)N2CCC(c3nc4ccccc4s3)CC2)cc1	-7%	0	-8	-0.2%	i	2.8	1.7	8.4	-0.22	1609	-0.4	1320	-0.61	-0.22	-0.11	0.4	i	1
CCN(CC)c1ccc(NC(=O)C2CC3CCC2C3)cc1 (stereo not drawn)	25%	1	-6	-5.0%	i	5.8	1.6	6.2	·	·	-3.5	952	1.6	-0.056	1.8	-1.2	i	13
CCOC(=O)C1C(=O)C=C(c2ccc(C)cc2)CC1c1ccco1 (stereo not drawn)	-1%	-2	3	0.9%	i	2.9	1.3	4.4	0.02	1623	-1.9	1389	-0.79	-0.22	-0.66	0.94	i	-4
Cc1cc(C)c(/C([O-])=C(/C(=S)Nc2ccc(SC(F)F)cc2)[n+]2ccccc2)cc1C	35%	16	7	2.1%	i	4.0	4.6	6.7	-0.39	1269	-1.2	1097	0.18	-0.28	0.43	-0.26	i	-16
COc1ccc(C)cc1NC(=O)COC(C)=O	0%	9	9	-1.9%	i	1.5	0.7	4.7	3.5*	844*	-3.4	1005	-0.39	-0.082	-0.0098	0.32	i	-17
